Assay outcomes (PubChem)
CendR NRP1 mod – modulators of CendR peptide binding to human neuropilin-1. FAM-RPARPAR peptide binding to NRP-1, fluorescence polarization. inhibition, % at 25 µM. 360,000 tested, 0.85% active. AID 602438;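 active means inhibition or corrected inhibition above about 18%, plus a signal ratio from 0.5 to 1.5, limit read from the data, passing the limit was not always enough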; further: strong numbers were not always called active
SKN-1 block – C. elegans SKN-1 inhibition; C. elegans VP596 Pgst-4::GFP/RFP ratio, acrylamide-induced, 24 h; inhibition, % at 21.8 µM; 360,000 tested, 0.49% active; AID 624304;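 active means interference check ratio from 0.5 to 1.5 plus GFP to RFP signal ratio inhibition reaching or exceeding a fixed threshold, cut at about 30% in these data, passing the limit was not always enough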; further: some compounds called inactive have numbers as strong as hits
MT1-MMP act inh – blocks activation of human MT1-MMP | HT1080 RFP-PRO-GFP cells, GFP/RFP ratio fluorescence, overnight; percent of plate control window, DMSO zero | 360,000 tested, 0.061% active | AID 651647 | GFP/RFP ratio change, % at 20 µM | P50281;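 active means GFP/RFP ratio change of at least 30% with cell ATP level not reduced by more than half and red fluorescence within 50% of control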; further: strong numbers were not always called active
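Compound: 20 µM single dose, 1% DMSO / System: HT1080 RFP-PRO-GFP cells / Controls: DMSO and RFP-L50D-GFP cell wells / Read-out basis: GFP/RFP fluorescence ratio / Schedule: overnight compound exposure at 37 °C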
E coli Lon inh – inhibits E. coli Lon protease | 360,000 tested, 0.42% active | purified E. coli Lon protease, fluorescence polarization | inhibition, % at 7.94 µM | P0A9M0; in the data active means inhibition above about 13%, passing the limit was not always enough;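 further: 0% = enzyme with probe and DMSO and 100% = no enzyme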
MLLE-PAM2 inh – blocks PAM2 peptide binding to the PABP1 MLLE domain; AID 588489; inhibition, % at 20 µM; 360,000 tested, 0.36% active; GST-MLLE / FITC-PAM2 fluorescence polarization; P11940; in the data active means inhibition above about 35%, passing the limit was not always enough;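 further: plate controls were DMSO wells with GST-MLLE for no effect and wells lacking GST-MLLE protein for full effect; some results filed as inactive read as strong as hits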
MsrA act – bovine methionine sulfoxide reductase A activation; purified bovine MsrA, absorbance read-out; activation, % at 10.6 µM; 360,000 tested, 0.3% active; in the data active means activation above about 7.5%;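 further: 0% = vehicle and 100% = reference activator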
Rin1 Abl inh – inhibitors of human Rin1-Abl protein interaction. P00519+Q13671. TR-FRET Rin1/Abl binding, biochemical. inhibition, % at 7.35 µM. 360,000 tested, 0.4% active; in the data active means inhibition above about 5%, passing the limit was not always enough
Neddyl block – blocks human cullin neddylation; P61081+Q13564; TR-FRET cullin neddylation, biochemical; calls only at 25 µM; 360,000 tested, 0.58% active; AID 651699; in the data active means inhibition above about 36%
Target sequence (P61081 whole entry, looked up): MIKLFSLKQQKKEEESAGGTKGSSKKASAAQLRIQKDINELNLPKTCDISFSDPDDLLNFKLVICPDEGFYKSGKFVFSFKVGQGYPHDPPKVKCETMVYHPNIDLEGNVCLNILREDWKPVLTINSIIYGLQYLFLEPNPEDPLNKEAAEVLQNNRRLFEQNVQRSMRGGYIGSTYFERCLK
Target sequence (Q13564 whole entry, looked up): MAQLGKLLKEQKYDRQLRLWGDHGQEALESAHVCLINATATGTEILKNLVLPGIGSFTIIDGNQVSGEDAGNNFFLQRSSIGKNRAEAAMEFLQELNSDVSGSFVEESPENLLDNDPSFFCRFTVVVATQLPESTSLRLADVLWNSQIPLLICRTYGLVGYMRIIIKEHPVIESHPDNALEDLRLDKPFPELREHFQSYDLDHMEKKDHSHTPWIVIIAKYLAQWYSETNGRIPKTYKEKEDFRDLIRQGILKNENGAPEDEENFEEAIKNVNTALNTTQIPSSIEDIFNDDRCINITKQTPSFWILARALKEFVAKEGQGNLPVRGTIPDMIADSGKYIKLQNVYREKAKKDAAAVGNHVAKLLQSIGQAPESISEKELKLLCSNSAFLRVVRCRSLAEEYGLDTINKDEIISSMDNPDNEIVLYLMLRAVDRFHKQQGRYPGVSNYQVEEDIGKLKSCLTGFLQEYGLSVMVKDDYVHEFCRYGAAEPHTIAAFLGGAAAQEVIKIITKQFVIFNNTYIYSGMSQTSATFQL
FAS-TE inh – inhibitors of human fatty acid synthase thioesterase domain | P49327 | 360,000 tested, 0.67% active | AID 602261 | recombinant FAS-TE, OMFH fluorogenic substrate, fluorescence endpoint | inhibition, % at 15 µM;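 active means compounds whose normalised, plate-corrected inhibition of enzyme fluorescence in the single-dose primary screen is 50% or more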;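 further: 0% = DMSO with enzyme and 100% = substrate without enzyme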
* = called active by the depositor; i = inactive.

Sample of the layout, three compounds:
Codes: A = CendR NRP1 mod; B = SKN-1 block; C = MT1-MMP act inh; D = E coli Lon inh; E = MLLE-PAM2 inh; F = MsrA act; G = Rin1 Abl inh; H = Neddyl block; I = FAS-TE inh
#1 O=C(Nc1ccc(Cl)cc1)C1Cc2c(-c3ccc(Cl)cc3)ccnc2O1 (configuration not stated)
  A: 11 | B: 20 | C: 7 | D: -1 | E: -9 | F: -1 | G: 3 | H: i | I: 24
#2 CC(C)N(Cc1ccccc1)C(=O)CN1C(=O)COc2ccc(S(=O)(=O)NC3CCCC3)cc21
  A: 5 | B: -9 | C: 0 | D: -15 | E: -6 | F: -1 | G: 3 | H: i | I: 7
#3 CCOc1ccc2c(S(=O)(=O)O)cccc2c1[N+](=O)[O-]
  A: 13 | B: 11 | C: -2 | D: -6 | E: -5 | F: -4 | G: 3 | H: i | I: -4

The listing, from the start:
Codes: A = CendR NRP1 mod; B = SKN-1 block; C = MT1-MMP act inh; D = E coli Lon inh; E = MLLE-PAM2 inh; F = MsrA act; G = Rin1 Abl inh; H = Neddyl block; I = FAS-TE inh
#1 O=C(Nc1ccc(Cl)cc1)C1Cc2c(-c3ccc(Cl)cc3)ccnc2O1 (configuration not stated)
  A: 11 | B: 20 | C: 7 | D: -1 | E: -9 | F: -1 | G: 3 | H: i | I: 24
#2 CC(C)N(Cc1ccccc1)C(=O)CN1C(=O)COc2ccc(S(=O)(=O)NC3CCCC3)cc21
  A: 5 | B: -9 | C: 0 | D: -15 | E: -6 | F: -1 | G: 3 | H: i | I: 7
#3 CCOc1ccc2c(S(=O)(=O)O)cccc2c1[N+](=O)[O-]
  A: 13 | B: 11 | C: -2 | D: -6 | E: -5 | F: -4 | G: 3 | H: i | I: -4
#4 O=C(c1ccccc1)c1ccc(OCCCN2CCCC2)cc1
  A: -9 | B: -5 | C: 6 | D: 7 | E: 7 | F: -11 | G: 3 | H: i | I: -10
#5 COc1ccc2nc(NC(=O)C3CCN(S(=O)(=O)c4cnc[nH]4)CC3)sc2c1
  A: -4 | B: 12 | C: 1 | D: -10 | E: 1 | F: -4 | G: -2 | H: i | I: -43
#6 Cc1ccc(OCC(=O)N(Cc2cccs2)C2CCS(=O)(=O)C2)cc1 (configuration not stated)
  A: 15 | B: 0 | C: -3 | D: -3 | E: 11 | F: -2 | G: 5 | H: i | I: 0
#7 COc1cc(/C=N/NC(=O)[C@H](Cc2c[nH]c3ccccc23)NC(=O)OCC(C)C)cc([N+](=O)[O-])c1O
  A: 15 | B: 12 | C: 11 | D: 7 | E: 6 | F: -7 | G: -2 | H: i | I: 14
#8 Cc1ccc(NS(=O)(=O)c2ccc(NC(=O)CSc3ccc(Cl)cc3)cc2)c(C)c1
  A: 0 | B: 17 | C: -2 | D: 0 | E: 9 | F: -3 | G: 1 | H: i | I: 28
#9 COc1cc(CNC(C)C)ccc1OCC(=O)Nc1cccc2ccccc12
  A: 2 | B: 5 | C: 4 | D: -3 | E: -15 | F: -2 | G: -6 | H: i | I: -7
#10 CC(OC(=O)CN1C(=O)NC(C)(C)C1=O)C(=O)c1ccccc1 (configuration not stated)
  A: 7 | B: -5 | C: 3 | D: -10 | E: 4 | F: -4 | G: 0 | H: i | I: -5
#11 CN1CCN(S(=O)(=O)c2ccc(Cc3ccc(S(=O)(=O)N4CCN(C)CC4)cc3)cc2)CC1
  A: 5 | B: -5 | C: 3 | D: 1 | E: 16 | F: -3 | G: 1 | H: i | I: 0

Some of the entries so far, as labelled records.
1	O=C(Nc1ccc(Cl)cc1)C1Cc2c(-c3ccc(Cl)cc3)ccnc2O1 (configuration not stated)
- CendR NRP1 mod = 11
- SKN-1 block = 20
- MT1-MMP act inh = 7
- E coli Lon inh = -1
- MLLE-PAM2 inh = -9
- MsrA act = -1
- Rin1 Abl inh = 3
- Neddyl block = i
- FAS-TE inh = 24
10	CC(OC(=O)CN1C(=O)NC(C)(C)C1=O)C(=O)c1ccccc1 (configuration not stated)
- CendR NRP1 mod = 7
- SKN-1 block = -5
- MT1-MMP act inh = 3
- E coli Lon inh = -10
- MLLE-PAM2 inh = 4
- MsrA act = -4
- Rin1 Abl inh = 0
- Neddyl block = i
- FAS-TE inh = -5
2	CC(C)N(Cc1ccccc1)C(=O)CN1C(=O)COc2ccc(S(=O)(=O)NC3CCCC3)cc21
- CendR NRP1 mod = 5
- SKN-1 block = -9
- MT1-MMP act inh = 0
- E coli Lon inh = -15
- MLLE-PAM2 inh = -6
- MsrA act = -1
- Rin1 Abl inh = 3
- Neddyl block = i
- FAS-TE inh = 7
